sEH activator = soluble epoxide hydrolase (human) activation; purified human sEH enzymatic activity, activator screen; AID 717; actives 0.04% (n = 91,000); activation, % at 2 µM; in the data active means activation above about 37%; further: values of inactives mirror those of a sister screen read the other way
Target sequence (P34913 whole entry, looked up): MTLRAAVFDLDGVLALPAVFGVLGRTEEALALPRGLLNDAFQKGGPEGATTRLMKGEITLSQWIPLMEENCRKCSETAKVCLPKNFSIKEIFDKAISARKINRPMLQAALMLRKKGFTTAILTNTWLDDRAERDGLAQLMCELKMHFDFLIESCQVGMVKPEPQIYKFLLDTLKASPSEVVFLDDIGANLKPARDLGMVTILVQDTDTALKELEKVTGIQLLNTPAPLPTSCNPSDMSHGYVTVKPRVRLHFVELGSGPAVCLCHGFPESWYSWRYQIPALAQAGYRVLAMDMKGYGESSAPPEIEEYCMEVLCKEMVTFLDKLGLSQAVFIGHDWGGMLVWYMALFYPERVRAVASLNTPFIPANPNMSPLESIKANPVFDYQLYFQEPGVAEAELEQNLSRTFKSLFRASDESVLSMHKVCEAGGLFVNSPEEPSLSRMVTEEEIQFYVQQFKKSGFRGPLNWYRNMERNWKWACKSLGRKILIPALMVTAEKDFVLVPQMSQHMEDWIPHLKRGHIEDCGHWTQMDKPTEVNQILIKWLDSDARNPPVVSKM
Numbers without * were called inactive. Only part of the results is shown; count on the stated rates, not on these rows.

SMILES	sEH activator
Cc1ccccc1NC(=O)c1cccc(Cn2cc(Br)c([N+](=O)[O-])n2)c1	1.1
OCCN(/C=N/c1nc(-c2ccc(Br)cc2)cs1)CCO	-12.5
Cc1ccc(-n2nnnc2C(Cl)(Cl)c2nnnn2-c2ccc(C)cc2)cc1	-20.6
CC1CC(C)CN(CC(C)(C)NS(=O)(=O)c2ccc(Cl)cc2)C1 (configuration not stated)	-6.9
Cc1cc(C)cc(Oc2cc(NC(=O)c3cn(C)nc3C)cc([N+](=O)[O-])c2)c1	-18.7
O=C(N/C=C/c1ccc(Cl)cc1)NCc1ccc(Cl)cc1	-33.8
CCOc1nnc(C)c2c(C)n(-c3cccc(Cl)c3)nc12	1.0
O=C(NCc1cccnc1)/C(=C/c1ccc(-c2cccc(C(F)(F)F)c2)o1)NC(=O)c1ccccc1	0.0
COc1cc(/C=N\NC(=O)CN2CCOCC2)ccc1OCC(=O)Nc1ccc(C)c(C)c1	-10.7
COC(=O)C1CSC(C(=O)OC)N1C(=O)Nc1ccc(Cl)c(Cl)c1 (configuration not stated)	-9.0
Cc1sc(NC(=O)c2ccco2)c(CN2CCC(C)CC2)c1C	15.0
COC(=O)c1ccccc1NC1CC(=O)N(c2c(C)cccc2C)C1=O (configuration not stated)	12.3
COc1ccc(/C=C/C(=O)c2c(O)cc(C)oc2=O)c(OC)c1	11.7
CC(C)C(=O)Nc1ccc(Sc2ccc(F)cc2)cc1	-17.6
Cc1c(NC(=O)/C(C#N)=C/C2CC=CCC2)c(=O)n(-c2ccccc2)n1C (configuration not stated)	-10.9
CC(NC(=O)C(Cc1ccccc1)N1C(=O)C2C3CCC(C3)C2C1=O)c1ccccc1 (configuration not stated)	10.4
CC1CCCN(CCCNC(=O)CCn2nc(-c3ccccc3)ccc2=O)C1 (configuration not stated)	-0.1
N#Cc1ccc(COC(=O)C2CCC(=O)N2)cc1 (configuration not stated)	2.8
NC(=O)Nn1c(CCC(=O)O)ccc1-c1ccc(F)cc1	-9.0
CS(=O)(=O)N1CCN(c2ccc([N+](=O)[O-])c(NCc3ccccc3)c2)CC1	-2.8
CCCCNc1ccc(C(=O)Nc2cccc(C)n2)cc1[N+](=O)[O-]	-3.0
CCOc1ccc(NC(=O)C2CCCCN2S(=O)(=O)c2ccccc2)cc1 (configuration not stated)	-23.7
O=C(NCCN1CCOCC1)c1ccc(CS(=O)(=O)c2ccc(Cl)cc2)o1	12.3
Cc1cc2c(ncn2C)c(NS(=O)(=O)c2cc(Cl)ccc2Cl)c1C	-3.2
CCOC(=O)c1sc(NC(=S)NC(=O)c2ccccc2Cl)c(C(=O)OCC)c1C	3.9
CCn1c(SCC(N)=O)nc2c1c(=O)n(C)c(=O)n2C	-7.3
COc1ccc(C2/C(=C(/O)c3ccccc3)C(=O)C(=O)N2CCO)cc1 (configuration not stated)	-14.1
CNS(=O)(=O)c1cccc(C(=O)OCC(=O)NCc2ccccc2)c1	0.0
COc1ccc(OC)c(/C=N/NC(=O)CC2C(=O)NN=C2C)c1 (configuration not stated)	8.0
CCC(=O)Nc1ccc(NC(=O)CSc2nc3cc4c(cc3cc2C)CCC4)cc1	2.9
Cc1ccc(NC(=O)c2ccc(CNS(=O)(=O)c3cccc(C(F)(F)F)c3)cc2)cc1	-16.0
CCOc1nc(N=C(N)N)nc2c(C)cccc12	3.6
CC(O)(CS(=O)(=O)Cc1ccccc1)C(=O)Nc1cccc(C(F)(F)F)c1 (configuration not stated)	-9.2
COc1ccc2c(c1)C1(C)CC(C)(C)N2C(=O)N1c1ccccc1 (configuration not stated)	-19.3
Cc1ccc(NC(=O)/C(=C\c2cccc(Br)c2)NC(=O)c2ccco2)cc1	-2.1
O=C(CCC(=O)c1ccc(Oc2ccccc2)cc1)Nc1ccc(Cl)cc1Cl	-3.1
COc1cccc(C(C(=O)Nc2ccc(F)cc2)N(C(=O)Cn2nnc3ccccc32)C2CC2)c1 (configuration not stated)	-5.7
COc1ccc(CC(=O)Nc2ccc(-c3cn4cccc(C)c4n3)cc2)cc1OC	-2.0
Cc1cccc(Oc2coc3cc(OC(=O)c4cccs4)ccc3c2=O)c1	18.7
CCCCOCCCNC(=O)/C=C/c1ccccc1Cl	-39.4
COc1ccc(-c2nc3c([nH]2)c(=O)n(C)c(=O)n3C)c(OC)c1	5.9
O=S(=O)(c1cccs1)N1CN(Cc2ccc(F)cc2)c2nc3ccccc3nc21	6.3
CS(=O)(=O)c1ccccc1COC(=O)Nc1ccc(Cl)cc1	7.8
Cc1nc(CCN2C(=O)c3ccccc3C2=O)n[nH]1	-2.3
CN1C(CC(=O)c2ccccc2)CCCC1CC(O)c1ccccc1 (configuration not stated)	4.7
CCn1ncc(/C=N/NS(=O)(=O)c2ccc(Cl)cc2)c1C	-5.0
COc1cccc(C(=O)Nc2ccc(NC(C)=O)cc2)c1	13.4
COc1ccc(-n2ncc(N(C)n3cccc3)c(Cl)c2=O)cc1	-5.5
Cc1cc(C)c(-c2cc(NC(=O)CSc3n[nH]c(N)n3)n(-c3ccccc3)n2)cc1C	4.9
CCCCN1C(=O)C(NC(=O)C2CC2)(C(F)(F)F)C2=C1CC(C)(C)CC2=O (configuration not stated)	-1.6
NC(=S)Nc1cc2ccccc2c2ccccc12	19.5
CC(C)C(=O)Nc1cccc(NC(=S)NC(=O)c2ccc([N+](=O)[O-])cc2)c1	2.7
C/C(=C\C(=O)c1ccccc1)NNc1nc2ccccc2s1	-2.8
Cc1nn(C)c(Oc2cccc(Cl)c2)c1C=O	5.1
Cc1ccc(/C=C2\CCC3=C2OC(N)=C(C#N)C3c2ccc(C)cc2)cc1 (configuration not stated)	5.8
Cc1ccc(C(=O)COC(=O)CNC(=O)COc2ccccc2C)cc1C	12.1
CC(C)CCOC(=O)C1C2C=CC3(CN(Cc4cccs4)C(=O)C13)O2 (configuration not stated)	6.5
CC1(C)CC(=O)C(C=NCCN2CCN(C(=S)Nc3ccc(F)cc3)CC2)=C(O)C1	-3.1
CC(Cc1cccs1)NC(=O)Nc1ccc(Cl)cc1 (configuration not stated)	-86.4
Cc1sc(NC(=O)c2ccccc2)c(C(=O)NCCN(C)C)c1C	-9.3

Two consecutive compounds out of the list so far, for reference:
SMILES	sEH activator
CC(Cc1cccs1)NC(=O)Nc1ccc(Cl)cc1 (configuration not stated)	-86.4
Cc1sc(NC(=O)c2ccccc2)c(C(=O)NCCN(C)C)c1C	-9.3

(next part)
SMILES	sEH activator
COc1nc(N/N=C/c2cc3c(cc2Br)OCO3)nc(N2CCOCC2)n1	-10.3
Cc1cc(C)n(-c2nc3c(c(=O)[nH]c(=O)n3C)n2CC(O)COc2ccccc2)n1 (configuration not stated)	1.4
Cc1ccc(C(=O)C(OC(=O)CN2C(=O)c3ccccc3C2=O)c2ccccc2)cc1 (configuration not stated)	13.6
COc1ccccc1N1CCN(C(CNC(=O)c2ccco2)c2cccnc2)CC1 (configuration not stated)	-4.7
C/C(=N\NC(=O)C1CC1)c1ccc(Cl)c(Cl)c1	0.2
CC(C)(C)c1ccc(C(=O)NNC(=O)c2cccc(Br)c2)cc1	-6.4
O=C1CCSc2ccc(Cl)cc2N1Cc1ccccc1	0.3
COc1cc(/C=N/NC(=O)CSCc2ccc([N+](=O)[O-])cc2)cc(OC)c1OC	-0.8
Cc1c(C(=O)NCCC2=CCCCC2)cccc1[N+](=O)[O-]	-3.3
O=C1c2ccccc2C(Nc2ccc3c(c2)OCCO3)N1c1ccccn1 (configuration not stated)	0.0
Cc1ccc(NC(=O)CCC(=O)OCC(=O)c2ccc(Oc3ccc([N+](=O)[O-])cc3)cc2)cc1C	-3.4
COC(=O)c1ccccc1NC(=O)c1ccc(COc2cc(C)cc(C)c2)o1	19.0
Cn1c(=O)n(C)c2cc(/C=N/NC(=O)c3ccc(Cl)cc3Cl)ccc21	-6.2
CCOc1ccc(OCc2ccc(C(=O)N3CCc4ccccc4C3)o2)cc1	-2.2
CC(C)(C)NS(=O)(=O)c1cnc(Cl)c(Cl)c1	10.5
COc1ccc(CC(=O)Nc2ccc(-c3cn4ccccc4n3)cc2)cc1OC	-11.0
Cc1ccc(OCCNC(=O)c2ccccc2N)cc1	0.0
CCCCC(NC(C)=O)c1nc2ccccc2[nH]1 (configuration not stated)	-1.5
Cc1cccc(NC(=O)CSc2ncnc3nc[nH]c23)c1	1.3
CCOC(=O)c1c(NC(=O)c2c(-c3ccccc3)noc2C)sc(C)c1-c1ccccc1	-0.4
CC(=O)N1N=C(c2ccco2)CC1c1cccs1 (configuration not stated)	-2.1
CCCCNC(=S)NC(=O)c1ccc(Cl)cc1Cl	-4.3
CCCC(=O)Nc1ccc(C(=O)/C=C/c2ccc(SC)cc2)cc1	-3.9
COC(=O)Cn1cc(/C=N/NC(=O)c2ccc(C#N)cc2F)c2ccccc21	17.1
COc1ccc(CC(=O)Nc2cccc(-c3csc(C)n3)c2)cc1	2.6
Cc1ccc(S(=O)(=O)n2nc(OC(=O)c3c(-c4ccccc4Cl)noc3C)cc2N)cc1	-0.9
CC(C)(Oc1ccc(Cl)cc1)C(=O)N1CCN(c2ccccn2)CC1	-7.3
Cn1c(=O)c(C(=O)CSc2nnc(Nc3ccccc3)s2)c(N)n(Cc2ccccc2)c1=O	2.9
COc1cc(/C=N\NC(=O)c2sc(N)nc2C)cc(OC)c1OC	-0.2
CCn1c(SCC(=O)Nc2ccc(C(C)=O)cc2)nc2nc3c(cc2c1=O)CCCC3	11.8
O=C(NCC1COc2ccccc2O1)c1ccccc1 (configuration not stated)	-12.9
CSc1nc(-c2ccc(C)cc2)nc(C(Cl)Cl)n1	8.4
Cc1ccc(-c2cc(C(=O)Nc3nn[nH]n3)c3ccccc3n2)cc1	6.0
CCNC(=S)NNC(=O)c1ccccc1OC(F)F	8.6
CCOC(=O)c1sc(NC(=O)c2cc3n(n2)C(C(F)(F)F)CC(c2ccccc2)N3)c(C(=O)OCC)c1C (configuration not stated)	-1.5
CCn1c(SCC(=O)NCc2ccc3c(c2)OCO3)nnc1-c1c[nH]c2ccccc12	6.9
N#Cc1c(C(F)(F)F)cc(-c2ccccc2)nc1SCC(=O)Nc1sc2c(c1C#N)CCC2	4.8
NS(=O)(=O)c1ccc(NCc2c(F)cccc2Cl)cc1	-1.5
Cc1cc(N2C(=O)C3C4C=CC(C4)C3C2=O)ccc1Br (configuration not stated)	5.4
Cc1ccc(N2CC(C(=O)N/N=C/c3cccc([N+](=O)[O-])c3)CC2=O)cc1 (configuration not stated)	3.2
O=C(Nc1ccc(S(=O)(=O)NCc2ccco2)cc1)c1ccc2ccccc2n1	20.3
COn1c(-c2ccccc2)nc2ccc(Cl)cc21	-10.4
COc1cc(C2C=C(C34CC5CC(CC(C5)C3)C4)NC(=S)N2)cc(OC)c1OC (configuration not stated)	-10.2
Cc1cc(C(=O)N/N=C\c2ccc(COc3ccc([N+](=O)[O-])cc3)o2)ccc1[N+](=O)[O-]	-13.6
CC(NC(=O)c1cccnc1)C(c1ccccc1)N1CCN(C)CC1 (configuration not stated)	-6.3
Cc1cc(NC(=O)C2CCCCC2)nc2c1c(=O)oc1ccccc12	12.0
c1ccc(-c2nc(-c3cccs3)[nH]c2-c2ccccc2)cc1	-4.6
C=CCNC(=S)Nc1cccc2ccccc12	12.0
CCN(CC)S(=O)(=O)c1cccc(S(=O)(=O)N2CCCCC2)c1	-6.8
COC(=O)C1=C(C)OC(N)=C(C#N)C1c1cc(OC)c(OCC(N)=O)cc1Cl (configuration not stated)	-10.8
Cc1sc2ncnc(OCC(=O)N3CCN(S(=O)(=O)c4ccccc4)CC3)c2c1C	-3.9
CCn1ncc(/C=C/C(=O)NCc2cn(C)nc2C)c1C	3.5
CCCOC(=O)C1C2C=CC(C2)C1C(=O)OCC(=O)c1ccccc1 (configuration not stated)	2.2
COc1nccnc1NS(=O)(=O)c1ccc(N=Cc2c(C)[nH]n(-c3ccc(C)c(C)c3)c2=O)cc1	7.1
CC(C)C(=O)Nc1cccc(NC(=S)NC(=O)c2ccccc2Cl)c1	12.9
CN1CCN(S(=O)(=O)c2ccc(NC(=S)NC(=O)c3ccccc3)cc2)CC1	5.5
Cc1ccc(Cn2c(SCC(C)C)nc3c2c(=O)[nH]c(=O)n3C)cc1	-3.1
CC(C)(C)NS(=O)(=O)c1ccc(NC(=O)c2cc(-c3ccccc3)nc3ccccc23)cc1	5.8
C=CCSc1nnc(-c2sc(-c3ccccc3)nc2C)n1C	-3.2
CCOC(=O)c1c(-c2ccccc2Cl)cn2ccccc12	-4.0

Further records follow.
SMILES	sEH activator
Cn1c(SCC(=O)N2CCCc3ccccc32)nnc1-c1c[nH]c2ccccc12	0.2
O=S(=O)(/N=C(/c1ccccc1Cl)N1CCOCC1)c1ccccc1	3.5
CCOc1cc(CNc2ccccc2)cc(Br)c1OCc1ccc(F)cc1	4.3
CCc1ccc(-c2cc(C(F)(F)F)n3nc(C(=O)Nc4c(C)nn(Cc5ccccc5Cl)c4C)cc3n2)s1	14.0
CCCC(=O)Nc1ccc(C)c(O)c1	12.7
Cc1ccc(NC(NC(=O)c2cccs2)C(Cl)(Cl)Cl)cc1C (configuration not stated)	9.0
O=c1cc(Cl)[nH]c(=O)n1CCNc1ncc(C(F)(F)F)cc1Cl	16.9
CCOC(=O)N1CCN(C(=S)Nc2cc(OC)c(OC)cc2C(=O)OC)CC1	9.0
Cc1ccccc1OCc1nnc(SCc2cc(=O)[nH]c3ccccc23)o1	11.2
COc1cccc(NC(=S)N2CCN(C/C=C/c3ccccc3)CC2)c1	-6.9

Four entries already listed, ordered by their value in sEH activator, falling.
SMILES	sEH activator
O=c1cc(Cl)[nH]c(=O)n1CCNc1ncc(C(F)(F)F)cc1Cl	16.9
CCc1ccc(-c2cc(C(F)(F)F)n3nc(C(=O)Nc4c(C)nn(Cc5ccccc5Cl)c4C)cc3n2)s1	14.0
Cc1ccccc1OCc1nnc(SCc2cc(=O)[nH]c3ccccc23)o1	11.2
CCOc1cc(CNc2ccccc2)cc(Br)c1OCc1ccc(F)cc1	4.3

Gathered by group: those above containing bromine (7)
SMILES	sEH activator
Cc1ccccc1NC(=O)c1cccc(Cn2cc(Br)c([N+](=O)[O-])n2)c1	1.1
OCCN(/C=N/c1nc(-c2ccc(Br)cc2)cs1)CCO	-12.5
Cc1ccc(NC(=O)/C(=C\c2cccc(Br)c2)NC(=O)c2ccco2)cc1	-2.1
COc1nc(N/N=C/c2cc3c(cc2Br)OCO3)nc(N2CCOCC2)n1	-10.3
CC(C)(C)c1ccc(C(=O)NNC(=O)c2cccc(Br)c2)cc1	-6.4
Cc1cc(N2C(=O)C3C4C=CC(C4)C3C2=O)ccc1Br (configuration not stated)	5.4
CCOc1cc(CNc2ccccc2)cc(Br)c1OCc1ccc(F)cc1	4.3

Source: PubChem BioAssay
